RNase H inhibition: RNase H inhibition, HIV 1 Gag Pol polyprotein, FRET biochemical assay, screening (AID 372). HIV-1 RT RNase H, FRET RNA/DNA substrate fluorescence; higher % means a stronger effect. inhibition, % at 10 µM, or IC50 in µM where a hit was titrated. hit rate 0.77% among 100,000; in the data active = inhibition above about 50%
* marks the source's active call; other numbers are inactive results; & = joins results of further samples. Not all compounds are listed; count on the stated rates, not on these rows.

| Structure | RNase H inhibition |
| --- | --- |
| N#CCCN1CCN(C(CNS(=O)(=O)c2ccc(Cl)cc2)c2ccccc2)CC1 (stereo not given) | 0% |
| CC1=C(C(=O)OCC(C)C)C(c2ccccc2Br)C2=C(CC(c3ccc(Cl)cc3)CC2=O)N1 (stereo not given) | 16% |
| O=C(Nc1ccc(Cl)cc1Cl)C1CCCO1 (stereo not given) | 7% |
| CCOc1ccc(Cl)cc1/C=C1/SC(=S)N(CC)C1=O | 26% |
| Cc1ccccc1OCC(=O)O/N=C(\N)c1cccnc1 | 9% |
| COc1ccc(S(=O)(=O)Nc2ccc(Cl)cc2Cl)cc1 | 0% |
| CCCCNCCCCCOc1ccccc1C(C)(C)C | 23% |
| Cc1ccc(/C(=N\S(=O)(=O)c2cccc([N+](=O)[O-])c2)Nc2ccccc2)cc1 | 4% |
| Cc1ccc(C(=O)Nc2cc3nn(-c4ccc(Cl)cc4)nc3cc2C)cc1 | 20% |
| CC(=O)Nc1ccccc1NC(=O)c1cccc([N+](=O)[O-])c1 | 10% |
| O=C(N=c1ccccn1O)C(O)(c1ccccc1)c1ccccc1 | 6% |
| COc1ccc(C2=C/C(=C/c3ccc(OC)c(OC)c3)C(=O)O2)cc1 | 1% |
| CCOc1ccccc1C=Nc1cccc(Cl)c1C | 11% |
| O=C1NC(=S)N/C1=C/c1ccccc1Cl | 6% |
| Cc1ccc(-c2nc3ccccc3o2)cc1NC(=S)NC(=O)c1ccccc1C | 12% |
| Nc1cccc(NC(=O)c2ccccc2Br)c1 | 0% |
| Cc1cc(Cl)ccc1NC(=O)CN(c1ccc(Br)cc1)S(=O)(=O)c1ccccc1 | 4% |
| Cc1ccc(NC2(c3ccc(Cl)cc3)C(=O)c3ccccc3C2=O)cc1 | 5% |
| CCOC(=O)c1sc(NC(=O)C2CCCCC2C(=O)O)nc1C (stereo not given) | 3% |
| Cc1cc2nc3s/c(=C/c4cn[nH]c4-c4ccccc4)c(=O)n3c2cc1C | 0% |
| Cc1ccccc1Cn1c(C)c(/C=C2\SC(=S)NC2=O)c2ccccc21 | 36% |
| COc1cccc2cc(C(=O)Nc3ccc(S(N)(=O)=O)cc3)c(=O)oc12 | 1% |
| COc1ccccc1C1/C(=C(\O)c2ccc([N+](=O)[O-])cc2)C(=O)C(=O)N1CCCCCC(=O)O (stereo not given) | 5% |
| O=C(Nc1ccc(Cl)c(-c2nc3ccccc3s2)c1)c1ccccc1I | 15% |
| CCOC(=O)CN(C)Cc1ccc(OC)cc1OC | 7% |
| CC1CN(CC(O)COc2ccc3ccccc3c2)CC(C)O1 (stereo not given) | 1% |
| COc1ccc(N(CC(=O)Nc2ccc(Oc3ccccc3)cc2)S(C)(=O)=O)cc1 | 18% |
| Nc1nnc(SCC(=O)NC2CCCC2)s1 | 3% |
| O=[N+]([O-])c1ccc(OCCCN2CCCCC2)cc1 | 0% |
| CCc1ccc(-c2cc(C(=O)Nc3ccc(S(=O)(=O)NC(C)=O)cc3)c3ccccc3n2)cc1 | 8% |
| Cc1cccc(OCC(=O)Nc2ccc3oc(-c4cccc(I)c4)nc3c2)c1 | 22% |
| COc1cc(/C=C2\SC(N)=NC2=O)c([N+](=O)[O-])cc1OC | 1% |
| O=C(O)C1CCCCC1C(=O)N1CCN(c2cccc(Cl)c2)CC1 (stereo not given) | 0% |
| Cc1ccc(C2/C(=C(/O)c3ccccc3)C(=O)C(=O)N2c2nccs2)cc1 (stereo not given) | 6% |
| COc1cc(OC)c(OC)cc1CN1CCN(Cc2cc(OC)c(O)c(OC)c2)CC1 | 4% |
| CCOc1cccc(N2C(=O)/C(=C/c3ccc(Br)cc3)C(=O)NC2=S)c1 | 17% |
| CC(=O)Nc1ccc(-n2c(C)cc(/C=C3\C(=O)NC(=O)N(c4ccc(C)c(C)c4)C3=O)c2C)cc1 | 22% |
| COc1ccc(OC)c(N(CC(=O)Nc2cccc(C(F)(F)F)c2)S(C)(=O)=O)c1 | 0% |
| O=c1c2cnn(-c3ccccc3)c2nc(-c2ccc(Br)cc2)n1-c1cccc(Cl)c1 | 7% |
| CC(=O)OCCNC(=O)c1cccnc1 | 0% |

Reformatted as labelled records: 4 of the compounds above.
compound: O=C(O)C1CCCCC1C(=O)N1CCN(c2cccc(Cl)c2)CC1 (stereo not given)
  RNase H inhibition: 0%

compound: Cc1cccc(OCC(=O)Nc2ccc3oc(-c4cccc(I)c4)nc3c2)c1
  RNase H inhibition: 22%

compound: Cc1ccc(C2/C(=C(/O)c3ccccc3)C(=O)C(=O)N2c2nccs2)cc1 (stereo not given)
  RNase H inhibition: 6%

compound: CCOc1cccc(N2C(=O)/C(=C/c3ccc(Br)cc3)C(=O)NC2=S)c1
  RNase H inhibition: 17%

Next part:
| Structure | RNase H inhibition |
| --- | --- |
| CC(C)C(NC(=O)C12CC3CC(CC(C3)C1)C2)C(=O)N/N=C/c1ccccc1C(F)(F)F (stereo not given) | 4% |
| O=C(Nc1ccc(Oc2ccccc2)cc1)c1ccco1 | 16% |
| CC(C)CC(=O)N1CCN(Cc2c[nH]c3ccccc23)CC1 | 0% |
| CCOc1cc(C2CC(=O)c3c(ccc4ccccc34)N2)ccc1O (stereo not given) | 28% |
| Cc1ccc(/C=N/n2c(C)nnc2C)cc1 | 11% |
| FC(F)(F)c1ccc(C=Nn2c(-c3ccc(Cl)cc3Cl)n[nH]c2=S)cc1 | 35% |
| CC12C=CC(CO)(O1)C1C(=O)NC(=O)C12 (stereo not given) | 12% |
| C/C(=N\NC(N)=O)C1(C)CCCCC1 | 18% |
| COc1ccc(S(=O)(=O)n2nnc3ccccc32)cc1OC | 2% |
| O=C(CSc1nc2ccccc2c(=O)n1-c1ccccc1)Nc1ccc(F)cc1 | 12% |
| CCc1ccc(NCCC(=O)c2ccc(Cl)c(Cl)c2)cc1 | 16% |
| Cc1n[nH]c(C)c1CCCCCOc1ccc(F)cc1 | 6% |
| C(=Nc1ccc(N=Cc2ccc3ccccc3c2)cc1)c1ccc2ccccc2c1 | 22% |
| COCCN1C(=O)/C(=C\c2ccc(-c3cccc(Cl)c3)o2)SC1=S | 9% |
| O=C(NCc1ccc(C=Nc2cccc(Br)c2)o1)C(=O)Nc1ccc(Cl)c(Cl)c1 | 14% |
| COc1ccc(N=Cc2sccc2C)c([N+](=O)[O-])c1 | 14% |
| COc1ccc(Nc2ccc([N+](=O)[O-])cn2)cc1 | 11% |
| COc1ccc(/C=N/c2sc3c(c2C#N)CCCC3)cc1 | 23% |
| COc1ccc(/C=C2\C(=O)ON=C2C)cc1 | 10% |
| CCOP(=O)(CC(=O)NNC(=O)Nc1cccc2ccccc12)OCC | 0% |

Next entries follow.
smiles | RNase H inhibition
CC(=O)c1ccc(NC(=S)NC(NC(=O)c2cccc3ccccc23)C(Cl)(Cl)Cl)cc1 (stereo not given) | 2%
COc1ccc(N(C(C)C(=O)O)S(C)(=O)=O)cc1 (stereo not given) | 11%
Cc1c(C(c2ccccc2Cl)c2c(C)n(C)n(-c3ccccc3)c2=O)c(=O)n(-c2ccccc2)n1C | 10%
O=C1/C(=C\c2ccc(O)cc2)SC(=S)N1c1cccc(C(F)(F)F)c1 | 29%
COc1ccc(-c2n[nH]c(=S)n2/N=C/c2ccc(SC)cc2)cc1 | 30%
O=C(CCCSc1nc2sc3c(c2c(=O)[nH]1)CCCC3)NCCCO | 8%
CCOC(=O)c1cc(-c2ccc(N)cc2)nc2ccc(Br)cc12 | 5%
CCOc1ccc(/C=N/N2CCN(c3ccccc3OC)CC2)cc1OC | 3%
NS(=O)(=O)c1ccc(N=Cc2ccc(OCc3ccccc3)cc2)cc1 | 6%
Cc1nc(C)c(-c2csc(Nc3ccc(O)cc3)n2)s1 | 46%&34%
COc1cc(OC)c(-c2nc3sc4c(c3c(=O)[nH]2)CCCC4)cc1Br | 8%
CC1=C(C(=O)Nc2ccccc2C)C(c2cccs2)C(C#N)=C(SCC(=O)c2ccc(-c3ccccc3)cc2)N1 (stereo not given) | 4%

Reformatted as labelled records: 4 of the compounds above.
> CCOC(=O)c1cc(-c2ccc(N)cc2)nc2ccc(Br)cc12
  RNase H inhibition: 5%
> CCOc1ccc(/C=N/N2CCN(c3ccccc3OC)CC2)cc1OC
  RNase H inhibition: 3%
> NS(=O)(=O)c1ccc(N=Cc2ccc(OCc3ccccc3)cc2)cc1
  RNase H inhibition: 6%
> Cc1nc(C)c(-c2csc(Nc3ccc(O)cc3)n2)s1
  RNase H inhibition: 46%&34%

Carrying on:
smiles | RNase H inhibition
NC(=O)c1ccc(NC(=O)CSc2ccc(Cl)cc2)cc1 | 25%
O=C(NCC1CCCO1)c1ccc(N2C(=O)C3CC=CCC3C2=O)cc1 (stereo not given) | 11%
O=C(NCCOc1ccccc1F)c1ccc(Br)cc1 | 16%
O=C(Nc1cc(Cl)c(Cl)cc1Cl)c1ccccc1[N+](=O)[O-] | 2%
C(=Nc1ccc(-c2nc3ccc(N=Cc4ccncc4)cc3[nH]2)cc1)c1ccncc1 | 11%
COc1ccccc1OCC(=O)NCc1ccc2c(c1)OCO2 | 7%
COc1cc(/C=N/NC(=O)c2sc(N)nc2C)ccc1O | 14%
N#C/C(=C/c1ccc(I)o1)C(=O)Nc1ccccc1Cl | 2%
Cc1ccc(NC(=O)C(=O)NCC(C)(C)C)cc1C | 2%
Cc1ccc(-c2csc(-c3cc4c(ccc5ccccc54)oc3=O)n2)c(C)c1 | 0%
COc1ccc(C2(C)SC(NC(C)=O)=NN2C(C)=O)cc1 (stereo not given) | 6%
O=C(Nc1ccccc1)c1ccc(NC(=O)c2ccco2)cc1 | 20%
Cc1ccc2ccc(S(=O)(=O)N3CCOCC3)cc2c1 | 0%
COc1ccc(N2C(=O)NC(=O)/C(=C/c3cccc(OCc4ccccc4F)c3)C2=O)cc1 | 0%
O=C(/C=C/c1ccccc1Cl)c1c(-c2ccccc2)c2cc(Cl)ccc2[nH]c1=O | 35%
COc1ccc(C(=O)N2CCN(c3ccccc3)CC2)cc1OC | 1%
CCOC(=O)c1c(-c2ccccc2)oc2cc(Br)c(OCC)cc12 | 0%
CCN1C(=O)/C(=C2\SC(=S)N(c3cccc(Cl)c3)C2=O)c2ccccc21 | 27%
Cc1ccc(NC(=O)c2ccc(OCc3ccccc3)cc2)c([N+](=O)[O-])c1 | 5%
CN1C(=O)/C(=C/c2cc([N+](=O)[O-])ccc2O)SC1=S | 14%
O=C(NN=C1CCCCC1)c1ccc(Cl)cc1O | 2%
O=C(c1ccccc1)c1cncc(Br)c1 | 12%
CCOc1ccc(Nc2nc(-c3sc(C)nc3C)cs2)cc1 | 10%
COc1ccc(C)cc1NC(=O)CN(Cc1ccccc1)S(=O)(=O)c1ccc(OC)c(OC)c1 | 14%
CN1C(=O)C(=Cc2ccc(Br)s2)C(=O)N(C)C1=O | 10%
Cc1ccc(C(=O)Nc2ccc(F)c(Cl)c2)cc1[N+](=O)[O-] | 7%
CC(Oc1ccc2oc(-c3ccccc3)c(C(=O)O)c2c1)C(=O)O (stereo not given) | 0%
COCCCN1C(=O)/C(=C\c2ccc(OC)c(OC)c2)C(C(=O)OC)=C1C | 0%
COc1ccc(C2CC(=O)C(C=Nc3cc(Cl)cc(Cl)c3)=C(O)C2)cc1 (stereo not given) | 11%
COc1cc(C=O)ccc1OCc1cccc(F)c1 | 23%
O=C(c1cccc(F)c1F)N1CCN(c2cc(N3CCCC3)c(F)cc2[N+](=O)[O-])CC1 | 11%
O=C(COC(=O)c1ccc2c(c1)OCO2)c1cccc([N+](=O)[O-])c1 | 13%
C=C(C)Cn1c(SCC(=O)O)nnc1-c1ccc(Cl)cc1Cl | 15%
COc1ccc(NC(=O)/C=C2\NC(C)(C)Cc3ccccc32)cc1 | 1%
COc1ccc(Cc2cnc(NC(=O)c3ccc([N+](=O)[O-])cc3)s2)cc1 | 8%
O=C(Cc1ccccc1)NCCSCc1ccc(Cl)cc1 | 11%
Cc1ccc(S(=O)(=O)/N=C(\N)Nc2nc3ccccc3o2)cc1 | 6%
Cc1ccc(N(CC(=O)Nc2cccnc2)S(=O)(=O)c2ccc(F)cc2)cc1 | 10%
Cc1ccccc1-c1nc2c(Cl)cc(Cl)cc2c(=O)o1 | 5%
Cc1ccc(C(=O)Nc2cccc(C(F)(F)F)c2)c(Cl)c1 | 9%
CCOC(=O)C1=C(CC)OC(N)=C(C#N)C1c1cccc2ccccc12 (stereo not given) | 0%
CCC(=O)Oc1ccc2c(C(F)(F)F)cc(=O)oc2c1 | 18%
COc1ccc(N2C(=O)/C(=C/c3ccc(OCC(=O)O)c(OC)c3)C(=O)NC2=S)cc1 | 0%
CC(=O)Nc1cccc(NS(=O)(=O)c2ccc(Cl)cc2)c1 | 6%
O=C(CN1CCOCC1)Nc1nc2ccccc2s1 | 2%
O=C(NC1CCCCCCC1)c1cccc2ccccc12 | 21%
CCc1ccc(OCC(=O)NC(NC(=S)Nc2ccc(F)cc2)C(Cl)(Cl)Cl)cc1 (stereo not given) | 17%
COc1cc(C2C(C(=O)OCCOc3ccccc3)=C(C)NC3=C2C(=O)CC(c2ccccc2)C3)ccc1O (stereo not given) | 22%
CC(=O)C1=C(C)NC(SCC(=O)c2cc(Cl)ccc2Cl)=C(C#N)C1c1cccc(C)c1 (stereo not given) | 28%
CCc1c(C)c(C#N)c2nc3ccccc3n2c1NCCO | 10%
COc1cc(C=O)ccc1OCCCCOc1cc(C)c(C)cc1Br | 15%
CCOC(=O)C1=C(C)N=c2s/c(=C/c3cc(C)n(-c4ccc(C(=O)OCC)cc4)c3C)c(=O)n2C1c1cccs1 (stereo not given) | 13%
CC(=O)Nc1ccc(NC(NC(=O)c2cccc(I)c2)C(Cl)(Cl)Cl)cc1 (stereo not given) | 11%
COc1ccccc1C1CC(c2ccc(C)cc2)=NN1C(=O)CCC(=O)O (stereo not given) | 0%
COC(=O)N/N=C\c1c(C)n(Cc2ccccc2)c2ccccc12 | 17%
COc1ccc(NC2CC(O)C(CO)O2)c([N+](=O)[O-])c1 (stereo not given) | 7%
